Source: PubChem BioAssay (National Center for Advancing Translational Sciences (NCATS))
HT1080 IDH1KD tx: HT-1080 IDH1 knockdown cell toxicity (counter line); HT-1080 IDH1 knockdown viability, ATP luminescence, 48 h; Potency, µM (titrated, usually from 46.1 µM), for inactives: at the top dose activity, negative = toxicity, usual class: cytotoxic; hit rate 2% among 360,000; AID 686971;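 also: potency is read from the fitted curve at half-maximal effect; 0% = DMSO wells and -100% = cell-free medium wells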
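CellTiter-Glo luminescence after 48 h compound exposure at 37 degrees C of IDH1-knockdown HT-1080 cells in 5% FBS RPMI. %Activity scaled between DMSO wells and cell-free media wells, with curves fitted and assigned curve classes.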
D3 ag: activates the human D3 dopamine receptor; D3R DiscoveRx beta-arrestin cells, luminescence, 90 min; max activation, %; hit rate 0.58% among 410,000; AID 652048; in the data active = max activation above about 30%; also: 0% is about no effect; mostly tested at two doses, the higher about 12 µM
Target sequence (P35462 whole entry, looked up): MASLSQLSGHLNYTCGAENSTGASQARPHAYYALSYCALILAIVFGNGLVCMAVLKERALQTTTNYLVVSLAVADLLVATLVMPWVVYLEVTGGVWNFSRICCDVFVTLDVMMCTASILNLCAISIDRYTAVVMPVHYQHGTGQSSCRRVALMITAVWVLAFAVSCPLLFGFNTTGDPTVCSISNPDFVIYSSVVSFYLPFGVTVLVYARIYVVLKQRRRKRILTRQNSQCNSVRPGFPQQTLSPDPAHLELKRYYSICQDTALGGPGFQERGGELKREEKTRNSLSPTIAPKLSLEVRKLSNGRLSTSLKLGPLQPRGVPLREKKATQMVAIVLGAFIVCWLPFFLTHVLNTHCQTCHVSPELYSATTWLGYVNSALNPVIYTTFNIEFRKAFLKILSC
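Agonist mode: compounds and dopamine controls were applied to plated cells for 90 min at 37 degrees C after an overnight attachment at 1500 cells/well. Luminescent read-out followed 30 - 60 minutes at room temperature with DiscoveRx detection reagent.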
KB-3-1 cytotox: KB-3-1 parental cell cytotoxicity; KB-3-1 viability, CellTiter-Glo ATP luminescence, 72 h; Potency, µM (top dose mostly 46.1 µM), for the others: at the top dose activity change, negative = cytotoxic, hits mostly cytotoxic; hit rate 1.4% among 400,000; also: potency is read from the fitted curve at half-maximal effect; % is scaled to controls: 0 for no effect and ±100 for the full control effect; nearly all actives have a fitted effect of over 60% in size
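Multi-concentration cytotoxicity screen in KB-3-1 cells grown in DMEM lacking phenol red with 10% FBS. After 72 h at 37 °C with compound, ATP-dependent luminescence was recorded.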
IL-1B inflam inh: blocks inflammasome-driven IL-1 beta release; THP-1 LPS/ATP IL-1B secretion, AlphaLISA, 16 h; hits give low values; AID 743279; activity change, % at 57.5 µM; hit rate 4.7% among 360,000; in the data active = activity change below about -50%; inconclusive = mostly about -30% to -49%; also: % is scaled to controls: 0 for no effect and ±100 for the full control effect
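Secreted IL-1B measured by AlphaLISA bead assay after 16 h compound exposure of THP-1 cells; compounds (final up to 57.5 uM) added 1 h before LPS (250 ng/mL) and ATP (1.25 mM) stimulation; lower signal means less secretion.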
GLP1R cytotox: cytotoxicity counter-screen for GLP-1 receptor inverse agonists; AID 624418; hit rate 0.13% among 410,000; Potency, µM (series often up to 38.3 µM), without a hit: top-dose activity change, negative = inhibition, most hits filed as inhibitors; HEK293 cAMP-luciferase reporter cells, luminescence, 24 h;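 also: loss of luciferase light is scored as toxicity; potency is read from the fitted curve at half-maximal effect; % is scaled to controls: 0 for no effect and ±100 for the full control effect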
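Luminescence readout: signal drop marks cytotoxicity. Plated cells grew 12 h at 37 °C, 5% CO2, received 23 nL compound for 24 h, then got luciferase reagent, read after 12 min at RT.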
SW480 rerep: inducers of DNA re-replication in SW480 colon cancer cells | SW480 DNA re-replication, Hoechst DNA content imaging, 48 h | Potency, µM (highest dose often 46.1 µM), for the others: at the top dose re-replication activation, usual class: activators | hit rate 1.8% among 340,000; also: potency is read from the fitted curve at half-maximal effect; % of control where 0% means no effect; nearly all actives have a fitted effect of over 55% in size
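SW480 cells exposed to compounds for 48 hr at 37 C, 5% CO2, then Hoechst-stained 40 min. Nuclear DNA content imaged by fluorescence scanning (405 nm excitation, 500-530 nm emission); re-replication scored as increased high-intensity nuclei.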
MCF10A rereplic: induces DNA re-replication in MCF 10a normal breast cells | MCF 10A DNA re-replication, Hoechst nuclear intensity, 48 h | Potency, µM (top dose mostly 46.1 µM), for inactives: at the highest dose activity, positive = re-replication, actives largely listed as activators | hit rate 2.9% among 350,000; also: potency is read from the fitted curve at half-maximal effect; % of control where 0% means no effect; nearly all actives have a fitted effect of over 50% in size
HT1080-NT tox: kills 2HG-producing HT-1080-NT fibrosarcoma cells. HT-1080-NT fibrosarcoma viability, CellTiter-Glo ATP luminescence, 48 h. Potency, µM (titrated, usually from 46.1 µM), for inactives: at the highest dose activity, negative = less viability, hits mostly cytotoxic. hit rate 1.6% among 360,000. AID 686970;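 also: NT is the 2HG producing partner of a matched IDH1 knockdown line; potency is read from the fitted curve at half-maximal effect; 0% = DMSO-treated cells and -100% = media-only wells without cells; nearly all actives have a fitted effect of over 55% in size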
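750 cells/well, RPMI + 5% FBS; 2 h settle, compound pin-transfer, 48 h at 37 degrees C. CellTiter-Glo 10 min RT, luminescence. Normalized to DMSO and media-only wells.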
KB-V1 cytotox: kills drug-selected multidrug resistant KB-V1 cells | AID 1347076 | Potency, µM (series often up to 46.1 µM), for the others: at the top dose activity change, negative = cytotoxicity, hits mostly cytotoxic | hit rate 3.4% among 400,000 | KB-V1 MDR cells viability, CellTiter-Glo, 72 h; also: potency is read from the fitted curve at half-maximal effect; % is scaled to controls: 0 for no effect and ±100 for the full control effect; nearly all actives have a fitted effect of over 60% in size
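KB-V1 cells (P-gp-expressing MDR subline of KB-3-1) in phenol-red-free DMEM with 10% FBS were exposed to library compounds over a concentration series for 72 h at 37 degrees C. Viability read by CellTiter-Glo luminescence; concentration-effect curves fitted after normalization.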
The depositor's hits bear a star; ? = inconclusive; / = not tested or not shown; [ ] = remark or other dose. Unless noted, calls follow the shape of the dose curve; as a rule, active = well fitted curve in the direction sought with a large enough effect; inconclusive = small, poorly fitted or top-dose-only effect, or another doubt; inactive = no such curve, though single readings can be large; an effect the other way counts as inactive or inconclusive.

SMILES | HT1080 IDH1KD tx | D3 ag | KB-3-1 cytotox | IL-1B inflam inh | GLP1R cytotox | SW480 rerep | MCF10A rereplic | HT1080-NT tox | KB-V1 cytotox
N#Cc1nc(-c2ccc(OCc3ccccc3)cc2)oc1NCCCn1ccnc1 | 18% | -9 | ? | ? | -5% | -27% | -2% | 0% | 23µM*
S=c1[nH]nc(-c2cccnc2)n1-c1ccccc1 | -4% | 0 | 5% | 17 | -6% | 14% | 2% | ? | -2%
OC(CN1CCN(c2ccccn2)CC1)Cn1c2ccccc2c2ccccc21 (stereo unspecified) | ? | 0 | -18% | -5 | ? | 21% | ? | -30% | -21%
C[C@@H](O)c1nc2ccccc2n1N | 15% | 2 | -18% | 10 | 12% | -2% | 0% | 16% | 2%
Cc1ccc(CNS(=O)(=O)c2cn(C)cn2)cc1 | 5% | -3 | 7% | -7 | 2% | 3% | -10% | 7% | -4%
Brc1c(OCCOCCn2cncn2)ccc2ccccc12 | 0% | -6 | 6% | -2 | -3% | -2% | -2%[9.22 µM] | -11% | -3%
Cc1ccccc1OCCC(=O)Nc1ccc2c(C)cc(=O)oc2c1 | 9% | -7 | 9% | -4 | 2% | -1% | 6% | 14% | 4%
CCc1nnc(NC(=O)C(CC)CC)s1 | 6% | 2 | 14% | 0 | 6% | -8% | -3% | 8% | 9%
CC(OC(=O)c1cccc(S(=O)(=O)N2CCN(C)CC2)c1)C(=O)Nc1ccc(C(N)=O)cc1 (stereo unspecified) | -1% | -21 | 11% | -8 | 40% | -3% | -1% | -8% | -3%
CCOc1ccccc1/C=N/NC(=O)CNC(=O)COc1ccccc1 | -11% | -13 | -2% | 1 | 23% | 5% | 0% | 1% | -8%
CS(=O)(=O)c1ccc2nc(NC(=O)c3cccc(NS(=O)(=O)c4ccc(F)c(F)c4)c3)sc2c1 | ? | -4 | -12% | 36 | ? | -2% | ? | ? | 1%
O=C(CSc1c2c(nc3ccc(Cl)cc13)CCCC2)N1CCN(C(=O)c2ccco2)CC1 | ? | -13 | 0% | -79* | ? | 77% | ? | -28% | ?
Cn1c(=O)c2[nH]c(=O)cnc2n(C)c1=S | 0% | 5 | -6% | 5 | 6% | 4% | 6% | 0% | 20%
COc1cc2oc(=O)c(CC(=O)N3CCCCC3)c(C)c2cc1Cl | / | -5 | 16% | / | 4% | / | / | / | 0%
CC(C)CN1CCN(Cc2nc(C(C)C)cs2)CC1CCO (stereo unspecified) | -6% | -13 | -9% | -6 | 0% | 11% | 13% | -5% | -37%
CCOC(=O)c1c2c3c(cccc3n(C)c1=O)C(=O)c1ccccc1-2 | -20% | 29 | ? | ? | -17% | 0% | 23% | -19% | 21µM*
Cc1ccc(C)c(NC(=O)CSc2sc3c(O)cc(=O)[nH]c3c2C#N)c1 | 8% | 4 | -2% | 23 | 17% | ? | -28% | 1% | 18%
Cn1ncc([N+](=O)[O-])c1C(=O)N1CCCCCC1 | -2% | 10 | -8% | 0 | 1% | -1% | -1% | -4% | -9%
COc1ccc(/C=N\NC(=O)c2sc(N)nc2C)cc1OC | 2% | 1 | 0% | 5 | -2% | -8% | 16% | 1% | 21%
COC(=O)CCc1c(C)c(C(=O)c2cc(F)c(F)c(F)c2F)c2ccccn12 | -4% | 5 | -7% | 0 | 0% | -1% | 7% | -9% | 1%
O=C(CSc1nc2ccccc2o1)Nc1ccc(Cl)cc1 | 10% | -1 | -2% | 0 | 0% | 0% | 98%[0.0737 µM] | 4% | ?
Cc1cc(F)cc(C)c1Cn1cnc2c(cnn2C(C)(C)C)c1=O | / | / | -8% | / | / | 2% | 1% | / | 11%
O=C(NC1CCCCC1)c1cnn2c(C(F)(F)F)cc(-c3ccco3)nc12 | ? | 1 | 0% | -9 | 92%[activator] | 7% | 25% | ? | ?
CCOc1ccccc1NC(=O)C1C2CCC(O2)C1C(=O)O (stereo unspecified) | ? | 1 | ? | 79 | -5% | 4% | -12% | ? | 0%
O=C(C[n+]1ccc(C(=O)NCc2ccccc2)cc1)c1ccc2c(c1)OCCO2 | 17% | -9 | 3% | ? | 5%[0.307 µM] | 11% | 8% | 0% | 10%
CCOC(=O)C1(C)CCCN1C(=O)c1ccc(C)cc1 (stereo unspecified) | 16% | -6 | 0% | 20 | 14% | / | / | 3% | 4%
O=S(=O)(CCN1CCOCC1)c1ccc(OC(F)(F)F)cc1 | 4% | 9 | 17% | -25 | -11% | 4% | 8% | -1% | 11%
CCOC(=O)CCNC(=O)N1CCC(CCC(=O)NCc2ccc(F)cc2)CC1 | 0% | -1 | -2% | 21 | -2% | -3% | -3% | -10% | 4%
CCOC(=O)N1CCN(c2c(N3CCN(c4ccccc4F)CC3)c(=O)c2=O)CC1 | 0% | 5 | -1% | 2 | -28% | 2% | 1% | 0% | -22%
Nc1c(-c2ccccc2)cnc2c(-c3ccccc3)cnn12 | 0% | 3 | 7% | -10 | 4% | 6% | 3% | 9% | 0%
O=C(Cc1cccc([N+](=O)[O-])c1)Nc1cccc(C(=O)N2CCOCC2)c1 | 0% | -19 | -18% | -9 | 7% | 1% | 15% | -1% | 2%
Cc1cc(C)nc(/N=C(\N)Nc2ccc([N+](=O)[O-])cc2)n1 | 15% | -3 | ? | -57* | -23% | 0% | -66%[inhibitor] | 4% | ?
COc1ccc(NC(=O)C2(C)CCCN(C(C)C)C2)cc1OC (stereo unspecified) | 0% | 5 | 0% | 103 | 3% | / | / | 12% | ?
CCOC(=O)N1CCN(C(=O)Cn2c(=O)sc3ccccc32)CC1 | 4% | -5 | 3% | 10 | -5% | 2% | 2% | 1% | 9%
COc1ccc(S(=O)(=O)N2CCC(C(=O)NC3CCCCC3)CC2)cc1C | 7% | 22 | 12% | -4 | 3% | -8% | -2% | 10% | -12%
COc1ccc(S(=O)(=O)N2CCOCC2)cc1NC(=O)CSc1ncnc2ccccc12 | 8% | 4 | 25% | -1 | 0% | 3% | -6% | 9% | 0%
CCOC(=O)C(C(=O)OCC)=C1OC(=O)c2ccccc21 | 2% | 0 | 7% | -7 | -7% | -2% | 2% | 5% | 15%
O=[N+]([O-])c1ccc(N2CCN(Cc3ccccc3)CC2)nc1 | -18% | -5 | -8% | 4 | -12% | -13% | 0% | -1% | -1%
COc1ccc(OC)c(NC(=O)Cn2c(=O)n(Cc3nc(C)no3)c(=O)c3ccccc32)c1 | / | 4 | -4% | / | 5% | / | / | / | 1%
CS(=O)(=O)NCCSCc1ccccc1 | 9% | -9 | 1% | 5 | 1% | 2% | -2% | 18% | 22%
O=S(=O)(c1ccc(NC(=S)NCc2ccc(F)cc2)cc1)N1CCOCC1 | -8% | 14 | / | -2 | 7% | -4% | -4% | -3% | /
COc1ccccc1C(=O)OCCCN=C1NS(=O)(=O)c2ccccc21 | 4% | 16 | -7% | 19 | -9% | -24% | 11% | 21% | 3%
Cc1ccc(CNC(=O)c2ccccc2NC(=O)CN2CC(C)OC(C)C2)cc1 (stereo unspecified) | -5% | 14 | 0% | 10 | 0% | -1% | 2% | -5% | -20%
O=C(NCCCCc1ccccc1)C1CC(c2cccc(F)c2)=NO1 (stereo unspecified) | 13% | 9 | 4% | 9 | 5% | 29%[9.22 µM] | -1% | 3% | 24%
CN(c1ccc(C(=O)Nc2ccc3c(c2)OCCO3)cc1)S(C)(=O)=O | -11% | -7 | -22% | -5 | -11% | -3% | 2% | -9% | ?
Cc1ccc(NC(=S)NNC(=O)CSc2nc3ccccc3c(=O)n2-c2ccc(C)cc2)cc1 | -7% | 2 | 3% | 11 | -20% | -3% | ? | -7% | -19%
COc1ccc(Cn2ccc3nc(C)c(C(=O)Nc4cccc(SC)c4)cc3c2=O)cc1 | / | 7 | -27% | / | 6% | / | / | / | 21%
COc1ccc(C)cc1NC1(c2ccccc2)C(=O)c2ccccc2C1=O | / | 7 | 2% | / | -1% | / | / | / | ?
CCOC(=O)C1=C(C)NC(=O)C(C#N)C1c1ccncc1 (stereo unspecified) | 2% | 11 | 2% | -5 | -21% | 1% | 14% | 3% | 4%
CCOC(=O)N1CCc2c(sc(NC(=O)CN3CCOCC3)c2C#N)C1 | 3% | 11 | 0% | / | 6% | -2% | ? | 10% | ?
COc1cc(C)c(NC(=O)COc2ccc3c(c2)OCO3)cc1C | 17% | -1 | -11% | -18 | -13% | -7% | -1% | 24% | ?
CCC(C)NC(=O)CN1C(=O)NC2(CCc3ccccc3C2)C1=O (stereo unspecified) | 19% | 3 | 1% | 0 | 6% | 3% | -4% | 9% | 2%
CC(O)C(NS(=O)(=O)c1ccc(Cl)cc1)C(=O)OCC(=O)N1CCN(c2ccccc2)CC1 (stereo unspecified) | 5% | 5 | 15% | 19 | -10% | -1% | -2% | 4% | 6%
Cc1ccc(CNC(=O)c2cccnc2Cl)cc1 | 5% | 3 | 3% | 55 | -2% | -5% | -11% | 0% | ?
CC#CC#Cc1cccc(=O)o1 | 21µM* | -1 | 0% | -75* | -33% | 24% | 18µM* | ? | ?
O=C(CSc1nncn1-c1ccccc1)NC1CCCc2ccccc21 (stereo unspecified) | 8% | 3 | 19% | 2 | 7% | ? | 0% | 10% | ?
Cc1cccc(C(O)c2ncc(-c3ccc4ccccc4c3)[nH]2)c1C (stereo unspecified) | -23% | -6 | 0% | 14 | -8% | / | / | -19% | 0%
CCC(CC)C(=O)Nc1cc(C)cc(C)c1 | 18% | 0 | 6% | 4 | -2% | 0% | 1% | 16% | 12%
